Assay outcomes (PubChem BioAssay)
proKLK7 act – proKLK7 (human) activation, primary screen; activation, % at 7 µM; P49862; purified proKLK7, EDANS-DABCYL substrate fluorescence; 100% is mature enzyme control, 0% vehicle; 370,000 compounds, 0.9% hits; AID 652039;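 active = activation above the mean of all tested compounds plus 3 SD, computed per campaign excluding outliers beyond control limits, cut at about 13% in these data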
Target sequence (P49862 whole entry, looked up): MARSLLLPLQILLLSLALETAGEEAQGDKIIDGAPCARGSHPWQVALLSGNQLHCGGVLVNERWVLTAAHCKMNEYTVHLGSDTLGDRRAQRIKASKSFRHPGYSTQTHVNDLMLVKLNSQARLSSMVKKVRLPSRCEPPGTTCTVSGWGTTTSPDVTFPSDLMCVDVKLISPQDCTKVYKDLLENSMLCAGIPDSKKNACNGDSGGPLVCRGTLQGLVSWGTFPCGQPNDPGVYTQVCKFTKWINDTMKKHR
DDE Tn7 FP inh – DD(E)-Tn7 binding inhibition, primary FP screen | FP displacement of FITC-Tn7 peptide from fibrin DD(E); 0% = median of compound wells per plate | inhibition, % at 8.3 µM | 370,000 compounds, 0.13% hits;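 active = inhibition above the mean of compounds falling within the control limits plus 3 SD of them, cut at about 14% in these data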;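 also: 0% = plate median of compound wells and 100% = 10 µM Aha-Tn7 peptide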
Target sequence (P02675 whole entry, looked up): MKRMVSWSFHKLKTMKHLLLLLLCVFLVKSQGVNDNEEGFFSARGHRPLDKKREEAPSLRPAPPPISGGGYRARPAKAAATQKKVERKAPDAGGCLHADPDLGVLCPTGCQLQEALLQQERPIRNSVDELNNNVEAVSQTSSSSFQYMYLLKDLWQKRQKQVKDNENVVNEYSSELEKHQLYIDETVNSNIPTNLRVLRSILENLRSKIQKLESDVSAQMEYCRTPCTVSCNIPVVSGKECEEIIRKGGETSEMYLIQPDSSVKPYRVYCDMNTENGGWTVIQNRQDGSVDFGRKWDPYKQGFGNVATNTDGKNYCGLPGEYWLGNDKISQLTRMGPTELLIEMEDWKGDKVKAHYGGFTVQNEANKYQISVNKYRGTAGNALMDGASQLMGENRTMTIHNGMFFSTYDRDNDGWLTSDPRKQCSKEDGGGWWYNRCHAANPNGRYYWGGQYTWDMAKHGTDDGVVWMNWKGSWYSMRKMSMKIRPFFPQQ
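Also added: labelled Tn7 tracer, 0.1 µM; Assay system: human fibrin DD(E) protein; Amount: 2 µM fibrin DD(E); Schedule: 10 min compound pre-incubation, 3 h probe incubation at room temperature; Repeats: one replicate per compound; Read-out basis: percent inhibition; Measured by: fluorescence polarization of the labelled Tn7 tracer.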
PLCb3 inh – PLC-beta3 (human) inhibition, primary screen; Purified PLC-beta3, fluorogenic substrate, fluorescence; AID 720704; 370,000 compounds, 0.18% hits; inhibition, % at 12.2 µM; in the data active = inhibition above about 11%;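 also: 0% = median of compound wells on plate and 100% = full blocker control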
DDE Tn6 FP inh – DD(E)-Tn6 binding inhibition, primary FP screen. AID 720509. Fibrin DD(E) TRITC-Tn6 fluorescence polarization displacement. inhibition, % at 8.3 µM. 370,000 compounds, 0.21% hits. P02675;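 active = inhibition above a per-campaign cutoff: mean of compounds within control limits plus 3 SD, cut at about 15% in these data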;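 also: 0% = median of all compound wells on the plate and 100% = blocking peptide control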
PLCg1 inh – inhibitors of human phospholipase C gamma1; P19174; purified PLC-gamma1, fluorogenic substrate, fluorescence; inhibition, % at 12.2 µM; 370,000 compounds, 0.84% hits; in the data active = inhibition above about 9.5%
Rev-erbA mod – Rev-erb alpha (human) modulation; P20393; Rev-erbα–FITC-DNA binding, fluorescence polarization, 90 min; activity, % at 10 µM; 370,000 compounds, 0.79% hits;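 active = activity above about 14%, limit read from the data; passing the limit was not always enough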;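 also: 0% = DMSO wells with 35 nM protein and 100% = DMSO wells with 750 nM protein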
UHRF1 MBD2 ctr – blocks human UHRF1 binding to methylated DNA. Q96T88. UHRF1 binding to methylated oligo, TR-FRET. inhibition, % at 4.4 µM. 370,000 compounds, 0.75% hits. AID 687016; in the data active = inhibition above about 21%;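 also: UHRF1 SRA domain binding a hemimethylated CpG hairpin DNA probe; 0% = median of test compound wells and 100% = reference inhibitor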
ASAP1 inh – blocks human ASAP1-stimulated Arf1 GTP hydrolysis; 360,000 compounds, 0.19% hits; GDP FP detection; Q9ULH1; inhibition, % at 16.5 µM; in the data active = inhibition above about 25%;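 also: 0% = vehicle with enzyme and substrate and 100% = no enzyme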
sPLA2-III inh – Inhibits HGIII-sPLA2 liposome hydrolysis, primary screen | QFRET BODIPY PC-A2 liposome hydrolysis, fluorescence | inhibition, % at 12.2 µM | 370,000 compounds, 0.56% hits | AID 743126 | Q9NZ20;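 active = inhibition above mean plus 3 SD of compounds lying within the high and low control bounds, cut at about 19% in these data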;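 also: 0% = median of test compound wells and 100% = no enzyme DMSO wells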
ARFGAP1 inhibitor – rat ARFGAP1 inhibition; Q62848; Arfgap1-stimulated ARF1 GTP hydrolysis, GDP FP detection; inhibition, % at 16.5 µM; 360,000 compounds, 0.26% hits;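 active = inhibition above a per-plate limit, mean inhibition of low control wells plus 3 SD, cut at about 25% in these data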;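 also: 0% = DMSO wells with enzyme and 100% = wells lacking Arfgap1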
Target sequence (Q62848 1-136 limits assumed): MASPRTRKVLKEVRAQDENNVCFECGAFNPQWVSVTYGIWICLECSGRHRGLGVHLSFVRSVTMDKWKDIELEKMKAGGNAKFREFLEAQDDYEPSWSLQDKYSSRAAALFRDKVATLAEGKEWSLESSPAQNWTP
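System: truncated rat Arfgap1 GAP domain / Medium: HEPES-based buffer, pH 7.5 / Also added: N-terminally truncated human ARF1-GTP substrate / Incubation: enzyme reaction 120 min at 25 °C after 20 min preincubation / Measured by: FP of antibody-bound GDP Alexa 633 tracer, ex 620/em 688 nm / Replicates: singlicate, each compound tested once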
Numbers without * were called inactive.

Screening CCOC(=O)C1=CN(Cc2ccco2)S(=O)(=O)N(C)C1c1ccc2ccccc2c1 (centres undefined) returned proKLK7 act 0.7, DDE Tn7 FP inh 15*, PLCb3 inh -6, DDE Tn6 FP inh -1, PLCg1 inh -3, Rev-erbA mod 3, UHRF1 MBD2 ctr 0, ASAP1 inh 9, sPLA2-III inh -28 and ARFGAP1 inhibitor 7.
Screening CCCCN(C=O)c1c(CC)nc2ccc(C(=O)N3CCN(C(=O)c4ccco4)CC3)cn12 returned proKLK7 act -0.4, DDE Tn7 FP inh 2, PLCb3 inh -7, DDE Tn6 FP inh 2, PLCg1 inh -7, Rev-erbA mod -2, UHRF1 MBD2 ctr -1, ASAP1 inh -2, sPLA2-III inh 4 and ARFGAP1 inhibitor 7.
Cc1c(-c2cccc(Cl)c2)nc2ccccc2c1C(=O)OCC(=O)N(C)C1CCS(=O)(=O)C1 (centres undefined) was read as proKLK7 act -0.4, DDE Tn7 FP inh 1, PLCb3 inh -1, DDE Tn6 FP inh -5, PLCg1 inh -3, Rev-erbA mod -2, UHRF1 MBD2 ctr 1, ASAP1 inh -4, sPLA2-III inh -8 and ARFGAP1 inhibitor -1.
For NC1=NC(=O)/C(=C/C=C/c2cccs2)S1 the results were proKLK7 act -0.5, DDE Tn7 FP inh -5, PLCb3 inh -14, DDE Tn6 FP inh 1, PLCg1 inh -7, Rev-erbA mod -2, UHRF1 MBD2 ctr -6, ASAP1 inh -5, sPLA2-III inh -4 and ARFGAP1 inhibitor 5.
`CC1CCCN(C(=O)c2ccc(NS(=O)(=O)c3cccc([N+](=O)[O-])c3)cc2)C1` (centres undefined) gave proKLK7 act 0.7, DDE Tn7 FP inh 3, PLCb3 inh -3, DDE Tn6 FP inh -3, PLCg1 inh 16*, Rev-erbA mod 1, UHRF1 MBD2 ctr 0, ASAP1 inh -2, sPLA2-III inh -14 and ARFGAP1 inhibitor 5.
`Cc1c(S(=O)(=O)NCc2ccccc2)c(=O)n(C)c(=O)n1C` gave proKLK7 act 0.1, DDE Tn7 FP inh -5, PLCb3 inh -4, DDE Tn6 FP inh 1, PLCg1 inh -1, Rev-erbA mod -2, UHRF1 MBD2 ctr -2, ASAP1 inh -6, sPLA2-III inh -4 and ARFGAP1 inhibitor 10.
Screening O=C(O)c1cccc(NC(=S)NC(=O)c2ccncc2)c1 returned proKLK7 act 0.2, DDE Tn7 FP inh -8, PLCb3 inh 3, DDE Tn6 FP inh 2, PLCg1 inh 1, Rev-erbA mod 0, UHRF1 MBD2 ctr 2, ASAP1 inh 12, sPLA2-III inh 0 and ARFGAP1 inhibitor -3.
Screening CCS(=O)(=O)N1Cc2ccccc2CC1C(=O)Nc1nccs1 (centres undefined) returned proKLK7 act -0.8, DDE Tn7 FP inh -3, PLCb3 inh -2, DDE Tn6 FP inh 2, PLCg1 inh 3, Rev-erbA mod 0, UHRF1 MBD2 ctr 4, ASAP1 inh -10, sPLA2-III inh -10 and ARFGAP1 inhibitor -5.
Screening CCOC(=O)C1=C(C)OC(N)=C(C#N)C1c1ccc(C)s1 (centres undefined) returned proKLK7 act -0.7, DDE Tn7 FP inh 1, PLCb3 inh -16, DDE Tn6 FP inh -4, PLCg1 inh -10, Rev-erbA mod -8, UHRF1 MBD2 ctr -1, ASAP1 inh 10, sPLA2-III inh -16 and ARFGAP1 inhibitor 10.
Screening O=C(Nc1cccc(S(=O)(=O)N2CCCC2)c1)c1ccc2c(=O)n3c(nc2c1)CCCCC3 returned proKLK7 act 0.6, DDE Tn7 FP inh -1, PLCb3 inh -1, DDE Tn6 FP inh -3, PLCg1 inh 5, Rev-erbA mod 2, UHRF1 MBD2 ctr 5, ASAP1 inh 6, sPLA2-III inh -4 and ARFGAP1 inhibitor -6.
CCOC(=O)c1ccccc1NC(=O)CN1C(=O)NC(C)(CCc2ccccc2)C1=O (centres undefined) was read as proKLK7 act -0.4, DDE Tn7 FP inh 4, PLCb3 inh -5, DDE Tn6 FP inh -8, PLCg1 inh -1, Rev-erbA mod 3, UHRF1 MBD2 ctr 3, ASAP1 inh -8, sPLA2-III inh -17 and ARFGAP1 inhibitor -3.
CC(C)C1Oc2ccccc2N(CC(=O)N(Cc2ccccn2)C2CC2)C1=O (centres undefined) was read as proKLK7 act 0.3, DDE Tn7 FP inh 4, PLCb3 inh 2, DDE Tn6 FP inh 3, PLCg1 inh -1, Rev-erbA mod -2, UHRF1 MBD2 ctr 0, ASAP1 inh 3, sPLA2-III inh 5 and ARFGAP1 inhibitor 2.
Screening O=C(Nc1ccc2[nH]ncc2c1)c1ccccc1 returned proKLK7 act -0.3, DDE Tn7 FP inh -6, PLCb3 inh -3, DDE Tn6 FP inh -10, PLCg1 inh 7, Rev-erbA mod 4, UHRF1 MBD2 ctr 0, ASAP1 inh 12, sPLA2-III inh -1 and ARFGAP1 inhibitor 4.
Cn1nc(C(F)(F)F)c(C(=O)Nc2cccc(Cl)c2)c1Cl was read as proKLK7 act -0.2, DDE Tn7 FP inh 0, PLCb3 inh -1, DDE Tn6 FP inh 5, PLCg1 inh 3, Rev-erbA mod -2, UHRF1 MBD2 ctr -1, ASAP1 inh 5, sPLA2-III inh -2 and ARFGAP1 inhibitor -4.
For COc1ccc(C)cc1S(=O)(=O)N(C)CC(=O)N1CCCCC1 the results were proKLK7 act -0.6, DDE Tn7 FP inh -5, PLCb3 inh 1, DDE Tn6 FP inh 9, PLCg1 inh 1, Rev-erbA mod 1, UHRF1 MBD2 ctr -3, ASAP1 inh 1, sPLA2-III inh 2 and ARFGAP1 inhibitor 2.
CCOc1cc(/C=N/Nc2nc(N3CCCCC3)nc(N3CCCCC3)n2)ccc1OC(=O)c1ccco1 was read as proKLK7 act -0.3, DDE Tn7 FP inh -3, PLCb3 inh 1, DDE Tn6 FP inh -5, PLCg1 inh 1, Rev-erbA mod 1, UHRF1 MBD2 ctr -1, ASAP1 inh -3, sPLA2-III inh -3 and ARFGAP1 inhibitor 6.
`C#CCOCCOCCOCCNc1nc(N2CCN(C(=O)[C@H](CCCN=C(N)N)n3cc(C(N)[C@@H](C)CC)nn3)CC2)nc(N2CCN(C(=O)[C@H](CCCCN)n3cc([C@@H](N)CC(N)=O)nn3)CC2)n1` (some centres undefined) gave proKLK7 act 0.9, DDE Tn7 FP inh -1, PLCb3 inh 6, DDE Tn6 FP inh -2, PLCg1 inh 5, Rev-erbA mod 4, UHRF1 MBD2 ctr 15, ASAP1 inh -10, sPLA2-III inh 10 and ARFGAP1 inhibitor 1.
CCOCCCNC(=O)c1ccccc1Br was read as proKLK7 act -0.5, DDE Tn7 FP inh 1, PLCb3 inh 2, DDE Tn6 FP inh -2, PLCg1 inh -2, Rev-erbA mod 1, UHRF1 MBD2 ctr 3, ASAP1 inh 0, sPLA2-III inh -2 and ARFGAP1 inhibitor -7.
For COc1cc(OC)cc(C(=O)N[C@H](C(=O)Nc2nc3c(s2)CCCC3)C(C)C)c1 the results were proKLK7 act 0.9, DDE Tn7 FP inh -4, PLCb3 inh 1, DDE Tn6 FP inh -5, PLCg1 inh 1, Rev-erbA mod -1, UHRF1 MBD2 ctr 3, ASAP1 inh 3, sPLA2-III inh -14 and ARFGAP1 inhibitor 15.
Screening CC1(C(=O)NS(=O)(=O)c2cccc(OC(F)F)c2)CCN1C(=O)COc1ccc(Cl)cc1 (centres undefined) returned proKLK7 act -0.2, DDE Tn7 FP inh 1, PLCb3 inh -4, DDE Tn6 FP inh 3, PLCg1 inh -3, Rev-erbA mod 0, UHRF1 MBD2 ctr -1, ASAP1 inh -4, sPLA2-III inh -3 and ARFGAP1 inhibitor -6.

Sorted by heavy-atom count (falling): three of the compounds above.
Screening CCCCN(C=O)c1c(CC)nc2ccc(C(=O)N3CCN(C(=O)c4ccco4)CC3)cn12 returned proKLK7 act -0.4, DDE Tn7 FP inh 2, PLCb3 inh -7, DDE Tn6 FP inh 2, PLCg1 inh -7, Rev-erbA mod -2, UHRF1 MBD2 ctr -1, ASAP1 inh -2, sPLA2-III inh 4 and ARFGAP1 inhibitor 7.
Cn1nc(C(F)(F)F)c(C(=O)Nc2cccc(Cl)c2)c1Cl was read as proKLK7 act -0.2, DDE Tn7 FP inh 0, PLCb3 inh -1, DDE Tn6 FP inh 5, PLCg1 inh 3, Rev-erbA mod -2, UHRF1 MBD2 ctr -1, ASAP1 inh 5, sPLA2-III inh -2 and ARFGAP1 inhibitor -4.
Screening O=C(Nc1ccc2[nH]ncc2c1)c1ccccc1 returned proKLK7 act -0.3, DDE Tn7 FP inh -6, PLCb3 inh -3, DDE Tn6 FP inh -10, PLCg1 inh 7, Rev-erbA mod 4, UHRF1 MBD2 ctr 0, ASAP1 inh 12, sPLA2-III inh -1 and ARFGAP1 inhibitor 4.

Next part.
Screening O=C(c1ccc(C#Cc2ccccc2)o1)N1CCN(c2ccccn2)CC1 returned proKLK7 act -0.5, DDE Tn7 FP inh -4, PLCb3 inh -17, DDE Tn6 FP inh 2, PLCg1 inh -16, Rev-erbA mod -5, UHRF1 MBD2 ctr 1, ASAP1 inh 4, sPLA2-III inh -18 and ARFGAP1 inhibitor -1.
For COc1ccccc1OCCNC(=O)C1CC(=O)N(c2ccc3c(c2)OCCO3)C1 (centres undefined) the results were proKLK7 act -0.2, DDE Tn7 FP inh 7, PLCb3 inh -4, DDE Tn6 FP inh 8, PLCg1 inh -6, Rev-erbA mod -3, UHRF1 MBD2 ctr 0, ASAP1 inh -19, sPLA2-III inh 4 and ARFGAP1 inhibitor 9.
CCc1ccc(N(CC(=O)NC2CCCCC2)S(=O)(=O)c2c(C)noc2C)cc1 was read as proKLK7 act 0.4, DDE Tn7 FP inh -1, PLCb3 inh -5, DDE Tn6 FP inh -6, PLCg1 inh 1, UHRF1 MBD2 ctr 0, ASAP1 inh -1, sPLA2-III inh 8 and ARFGAP1 inhibitor 13.
COc1cccc(C(C#N)N2CCOCC2)c1 (centres undefined) was read as proKLK7 act -0.1, DDE Tn7 FP inh -3, PLCb3 inh 4, DDE Tn6 FP inh 1, PLCg1 inh 0, Rev-erbA mod 0, UHRF1 MBD2 ctr -1, ASAP1 inh 2, sPLA2-III inh 4 and ARFGAP1 inhibitor -14.
CC1=CCC2C(=O)N(c3nc(C)cc(C)n3)C(=O)C2C1 (centres undefined) was read as proKLK7 act 0.6, DDE Tn7 FP inh -3, PLCb3 inh -1, DDE Tn6 FP inh 4, PLCg1 inh 5, Rev-erbA mod 2, UHRF1 MBD2 ctr 0, ASAP1 inh 11, sPLA2-III inh 2 and ARFGAP1 inhibitor 0.
O=C([O-])c1cc(-c2ccccc2)cc(-c2ccccc2)[n+]1CCc1ccc(Cl)cc1 was read as proKLK7 act -0.8, DDE Tn7 FP inh 0, PLCb3 inh -24, DDE Tn6 FP inh -10, PLCg1 inh -15, Rev-erbA mod -1, UHRF1 MBD2 ctr 3, ASAP1 inh 4, sPLA2-III inh -3 and ARFGAP1 inhibitor -10.
